Screening results as filed in PubChem.
T cell modulator = T cell immune modulation candidate; actives 0.068% (n = 330,000); calls only at 7 µM; 2C CD8+ T cell-vesicle binding, flow cytometry; stronger effect = lower value;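 active = response, share of CD8 T cells binding vesicles, and their 90th percentile fluorescence all below set limits, cut at about 80% in these data, passing the limit was not always enough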
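Material: 2C TCR transgenic mouse naive CD8+ T cells, MACS-purified. Also added: QL9-charged Drosophila Ld/ICAM-1/B7-1 vesicles. Timing: binding 1.5 h at 37 °C. Measured by: high-throughput flow cytometry with anti-B7-1 and anti-CD8 staining. Read-out: percent CD8+ FL2 mean versus row control. Controls: Unloaded micro-vesicles (low), QL9 vesicles with 0.7% DMSO (high).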
Hep lipid drop = hepatic lipid droplet formation modulation; AML12 mouse hepatocytes, oleate lipid droplets, BODIPY imaging; inhibition, % at 6.5 µM; actives 0.4% (n = 240,000); AID 1656;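 active = lipid droplet intensity inhibited by at least 50%, with more than 500 cells counted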
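Technique: fluorescence imaging, 20x objective, two fields per well / Assay system: AML12 hepatocytes (mouse) / Measure: % inhibition of lipid droplet signal / Doses: 6.5 µM single-point dosing / Incubation: overnight exposure / Reagent: 100 µM oleic acid challenge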
Hep lipid drop cells 6.5 µM = further read-out of Hep lipid drop, marked with its call; cell count; measured here: cell count, cytotoxicity flag;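 cells counted across two imaged fields per well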
T cell modulator vesicle-bound % = recorded beside T cell modulator, whose call it bears; double positive events, %; measured here: CD8+ vesicle-bound cell fraction;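 binding gate set so that unloaded-vesicle control wells show 10% double positive cells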
* = called active by the depositor; i = inactive.

Structure,T cell modulator,T cell modulator vesicle-bound %,Hep lipid drop,Hep lipid drop cells 6.5 µM
O=C1CCN(Cc2ccccc2)N1,i,35.6,-6.6,833
COc1ccccc1CNC(=O)CN(C)S(=O)(=O)c1ccc(F)cc1,i,20.7,0.7,798
COc1ccc(C(=O)CSc2nc(C)cc(C)n2)cc1C,i,57.8,-9.8,778
O=C(NCCN1CCN(c2ccccc2)CC1)c1cccc(Cl)c1,i,48.1,7.6,813
CCC(=O)Nc1nnc(SCC(=O)Nc2cccc(Cl)c2)s1,i,24.6,-6.0,642
CC(C)(C)c1ccc(-n2ncc3c2CCCC3NC(=O)C2(C(N)=O)CC2)cc1 (stereo unspecified),i,18.9,-3.4,753
CC(C)(C)OC(=O)NCc1ccc(CNC(=O)c2[nH]cnc2C(=O)NCC(=O)OCc2ccccc2)cc1,i,16.0,-2.4,796
Cc1csc(Nc2nc(N)c(C(=O)Nc3cc(Cl)ccc3F)o2)n1,i,10.2,-4.5,826
CCCc1nc(NCCCOCC)c2nnn(Cc3ccccc3)c2n1,i,64.4,-12.0,773
CCCCNC(=O)CCCN1C(=O)c2cccnc2Sc2ccccc21,i,26.4,-1.6,814
Oc1ccc(-c2cccc(-c3ccc(O)cc3)c2)cc1,i,63.2,12.3,771
CC(=O)c1ccc(NC(=O)c2ccc(NC(=O)c3ccco3)cc2)cc1,i,33.8,-16.5,622
CCOc1ccc(N(CC(=O)NCc2ccccc2Cl)S(=O)(=O)c2c(C)[nH]c(=O)[nH]c2=O)cc1,i,31.4,24.1,713
NS(=O)(=O)c1ccc(CCNC(=O)c2cc(=O)[nH]c3ccccc23)cc1,i,36.9,11.9,818
Cc1cccc(SCC(=O)Nc2ccc3c(c2)OCCO3)c1,i,22.0,-0.7,910
NC(=O)CC(NC(=O)Cc1cccc2ccccc12)c1ccc(N2CCC(N3CCCC3)CC2)c([N+](=O)[O-])c1 (stereo unspecified),i,15.3,4.6,788
O=C(CC1C(=O)NCCN1Cc1cccc(F)c1)NCCCCCN1CCOCC1 (stereo unspecified),i,11.9,30.7,729
CN(Cc1ccccc1)C1CCN(Cc2ccccc2[N+](=O)[O-])CC1,i,36.7,-3.9,775
Cc1ccc(C(=O)OCC(=O)NC2CCCC2)cc1C,i,54.3,5.9,844
CC(=O)N/N=C\c1cccc(OC/C=C/c2ccccc2)c1,i,19.8,-12.1,645
COc1ccc(CCC(=O)NC2CCCCC2)cc1,i,63.9,12.8,733
O=C(Nc1ccc(Cl)cc1)c1cccc(OC(=S)N2CCOCC2)c1,i,66.0,-2.1,715
COc1ccccc1CNC(=O)C(C)Oc1ccccc1 (stereo unspecified),i,55.8,-30.5,789
Fc1ccc(F)c(CNc2ncnc3cc(Cl)ccc23)c1,i,53.1,-9.6,790
CCN(CC)CCNC(=O)c1cn(CCOC)c(=O)c2c1c1ccccc1n2C,i,31.1,-23.6,786
Cc1ccc(NC(=O)c2ccc(NS(=O)(=O)c3cccc4cccnc34)cc2)cc1,i,54.4,-0.1,830
Brc1ccccc1C1N=C(c2ccccc2)NO1 (stereo unspecified),i,30.9,4.7,827
COc1cccc(/C=C2/C(=O)NN(c3ccc(F)cc3)C2=O)c1,i,28.7,18.0,798
O=C(c1sc2cccc(Cl)c2c1Cl)N1CCN(CCc2ccccn2)CC1,i,47.3,-2.7,703
CCOC(=O)C1(CCOc2ccccc2)CCN(Cc2ccc(O)c(OCC)c2)CC1,i,62.0,-17.0,779
CCCN1CCC(N2CCN(c3ccc([N+](=O)[O-])cc3)CC2)CC1,i,14.7,-8.4,750
O=S(=O)([O-])CCC[n+]1ccc(Oc2ccccc2)cc1,i,47.8,-8.7,838
O=[N+]([O-])c1cc([N+](=O)[O-])c(Oc2cccc(Cl)c2Cl)cc1NN1CCCCC1,i,12.5,17.9,839
CC(C)Oc1cccc(C(=O)NC(=S)Nc2ccccc2N2CCOCC2)c1,i,31.3,-12.0,823
NC(=O)CSc1nc2c(sc(=S)n2-c2ccccc2)c(=O)[nH]1,i,28.9,-23.2,841
O=C(Nc1cccc2ncccc12)c1cc(Br)ccc1Cl,i,44.1,2.7,879
CCOC(=O)C1CCN(C(=O)c2cccc(N3C(=O)NC4CC3(C)Oc3ccc(C)cc34)c2)CC1 (stereo unspecified),i,22.9,-3.2,719
CC(C)c1ccc2oc(=O)cc(CN3CCN(Cc4ccccc4)CC3)c2c1,i,43.7,-0.8,850
N#Cc1nc(-c2ccccc2)oc1N1CCN(C(=O)c2ccco2)CC1,i,16.1,-22.9,645
O=C(Cc1ccccc1[N+](=O)[O-])OCN1C(=O)c2ccccc2C1=O,i,24.2,-4.5,832
O=C(CCN1C(=O)c2ccccc2C1=O)Nc1ccccc1C(F)(F)F,i,14.1,-0.9,818
COc1ccc2cc(S(=O)(=O)N3CCCC3)ccc2c1,i,14.4,1.0,814
COc1ccc(NC(=O)c2cc(-c3ccc(C)cc3O)n[nH]2)c(OC)c1,i,50.0,0.1,409
Cc1ccc(C(=O)NN2CCOCC2)cc1[N+](=O)[O-],i,66.4,-2.0,728
O=C(Nc1ccon1)c1ccc(Br)s1,i,58.0,0.0,847
Cn1c(SCc2cccc(Br)c2)nc2c1c(=O)[nH]c(=O)n2C,i,8.3,-5.3,828
O=C(NC(=S)Nc1ccccc1Cl)C1CC1,i,4.1,10.2,826
O=C(CN1C(=O)S/C(=C\c2ccc(-c3cc(C(=O)O)ccc3Cl)o2)C1=O)Nc1ccc2c(c1)OCO2,i,13.5,-5.6,640
CC(=O)NCCc1nc2cc(NC(=O)c3ccccc3C)ccc2n1C,i,10.9,19.0,809
CC(C)OC(=O)Cc1nc2sc(-c3ccccc3)cc2c(=O)[nH]1,i,16.2,-20.2,671
CCOC(=O)C1=C(C)N=c2s/c(=C/c3ccc(OCC(=O)O)cc3)c(=O)n2C1c1ccc(SC)cc1 (stereo unspecified),i,55.0,-3.1,775
CCN(CC)S(=O)(=O)c1ccc(/C=C/C(=O)NC2CCCCC2)cc1,i,61.0,7.4,819
CC(=O)Nc1ccc(C(=O)N2CCc3cc4c(cc3C2C)OCCCO4)cc1 (stereo unspecified),i,19.9,-0.8,801
CC(C)C(NC(=O)c1c(F)cccc1F)C(=O)N1CCN(c2ccccc2F)CC1 (stereo unspecified),i,26.5,0.7,834
Cc1ccc(NS(=O)(=O)c2ccc(-n3cccn3)cc2)cc1C,i,29.7,-2.5,680
COc1ccc(N2CCN(C(=O)c3ccc(Br)o3)CC2)cc1,i,12.9,27.1,851
Cn1c(SCC(=O)N2CCCC2)nnc1-c1cccs1,i,18.9,21.0,538
COc1cccc(N2CCN(C(=O)c3cc(-c4ccc(F)cc4)[nH]c3C)CC2)c1,i,29.4,4.9,872
CCOC(=O)N1CCN(C(=O)c2ccc3c(c2)N(Cc2ccccc2)CCS3)CC1,i,19.8,-20.5,758
Cc1[nH]c(=O)nc(SCc2ccc(Cl)c(Cl)c2)c1C#N,i,38.4,-5.7,756

Entries above that have a COOH group:
Structure,T cell modulator,T cell modulator vesicle-bound %,Hep lipid drop,Hep lipid drop cells 6.5 µM
O=C(CN1C(=O)S/C(=C\c2ccc(-c3cc(C(=O)O)ccc3Cl)o2)C1=O)Nc1ccc2c(c1)OCO2,i,13.5,-5.6,640
CCOC(=O)C1=C(C)N=c2s/c(=C/c3ccc(OCC(=O)O)cc3)c(=O)n2C1c1ccc(SC)cc1 (stereo unspecified),i,55.0,-3.1,775

Continuation.
Structure,T cell modulator,T cell modulator vesicle-bound %,Hep lipid drop,Hep lipid drop cells 6.5 µM
O=C(O)c1cc(S(=O)(=O)NC23CC4CC(CC(C4)C2)C3)ccc1Cl,i,54.2,-7.2,831
O=C(NCCOc1ccc(F)cc1)C1CCN(S(=O)(=O)c2ccccc2)CC1,i,27.8,-9.3,823
Cc1ccc(C(C)NC(=O)c2c(-c3ccccc3)noc2C)cc1C (stereo unspecified),i,8.0,-9.1,826
CNC(=S)N(CCc1c(C)[nH]c2ccc(Cl)cc12)Cc1cccnc1,i,64.1,-1.1,829
COc1ccc(CCC(=O)NCc2cccc(C(F)(F)F)c2)cc1,i,70.5,-14.6,831
Cc1ccc(C2C(C(=O)c3cc4ccccc4o3)=C(O)C(=O)N2c2cc(C)on2)cc1 (stereo unspecified),i,18.7,4.2,676
O=C(Nc1cc(Br)ccc1O)c1cc(-c2ccco2)on1,i,25.4,0.9,809
Cc1ccc(C(=O)O)cc1NC(=O)Nc1cccc2ccccc12,i,16.5,-1.7,628
CC(C)C[C@@H](COc1ccccc1)N1CCN(C)CCC1=O,i,13.7,-4.9,714
Cc1cc2c(cc1S(=O)(=O)Nc1ccc(OC(F)(F)F)cc1)OCC(=O)N2,i,7.1,-0.7,684
CCC(C)NC(=O)Cn1nc(Cc2ccncc2)c2ccccc2c1=O (stereo unspecified),i,53.6,-13.6,682
O=C(Nc1cccc(C(=O)N2CCCCC2)c1)c1ccc(Cl)cc1,i,21.6,6.4,715
Oc1ccccc1OCC(O)c1ccccc1 (stereo unspecified),i,26.2,0.7,857
CCOc1ccc2nc(N3CCCC(C(=O)NCCCN4CC(C)CC(C)C4)C3)sc2c1 (stereo unspecified),i,11.7,-0.3,717
O=C(CN(Cc1ccccc1Cl)C(=O)CCC(=O)Nc1nccs1)NCC1CCCO1 (stereo unspecified),i,40.3,6.9,761
Cc1ccc(S(=O)(=O)Nc2nc(C)c(C)s2)cc1,i,4.4,21.5,869
COc1ccc(NC(=S)N2CCN(C(=O)C3CCCO3)CC2)cc1 (stereo unspecified),i,64.4,-5.8,653
CCCC(=O)Oc1ccc(C2NC(=O)c3ccccc3O2)cc1 (stereo unspecified),i,54.1,22.8,800
O=C(CN1CCCCCC1)Nc1ccc([N+](=O)[O-])cc1Br,i,9.7,-6.9,756
Cc1cc(F)ccc1NC(=S)NCCc1ccccc1,i,72.8,-10.2,745
O=C(N/N=C1/CC2CCC1C2)c1cc2ccccc2cc1O (stereo unspecified),i,18.8,-3.8,675
COc1ccc(NS(=O)(=O)c2ccc(NC(=O)C3CC3)cc2)cc1,i,14.9,-2.1,672
CC1Oc2ccccc2N(CC(=O)Nc2ccc(F)cc2)C1=O (stereo unspecified),i,55.0,-2.3,805
O=C(C1CC(=O)N(c2ccc(Cl)cc2)C1)N1CCOCC1 (stereo unspecified),i,5.7,7.9,521
O=C(CC1C(=O)NCCN1Cc1c(F)cccc1Cl)NCCCN1CCCC1=O (stereo unspecified),i,66.9,-2.3,809
COCc1ccc(CN2CCCC(C(=O)Nc3ccc(-c4cccc(OC)c4)cc3)C2)o1 (stereo unspecified),i,20.2,-3.7,676
COCCCN(Cc1cccs1)S(=O)(=O)c1csc(C(N)=O)c1,i,38.2,-2.1,702
CCOc1ccc(S(=O)(=O)NCCCn2ccnc2)cc1NC(C)=O,i,65.6,5.7,845
COc1cc(S(=O)(=O)Nc2cccc3cn[nH]c23)c(OC)cc1Cl,i,11.1,-11.0,674
CCOc1nc2cnccc2n(CC(=O)Nc2c(F)c(F)cc(F)c2F)c1=O,i,7.9,-8.1,600

Entries of single compounds, quoted from the list. Order of values: T cell modulator | T cell modulator vesicle-bound % | Hep lipid drop | Hep lipid drop cells 6.5 µM
Cc1cc2c(cc1S(=O)(=O)Nc1ccc(OC(F)(F)F)cc1)OCC(=O)N2 in the list: i | 7.1 | -0.7 | 684
O=C(C1CC(=O)N(c2ccc(Cl)cc2)C1)N1CCOCC1 (stereo unspecified) in the list: i | 5.7 | 7.9 | 521

(next part)
Structure,T cell modulator,T cell modulator vesicle-bound %,Hep lipid drop,Hep lipid drop cells 6.5 µM
O=C(O)C1CC=CCC1C(=O)NCCCN1CCCC1=O (stereo unspecified),i,12.8,9.8,842
Nc1nc(Nc2ccccc2)nc(NC2CCCCC2)c1[N+](=O)[O-],i,37.3,23.6,837
Cc1ccc(-n2nc3c(=O)n(CCCC(=O)NCCN4CCN(C)CC4)nc(C)c3c2C)cc1,i,50.2,6.1,651
CN(CC1CCCO1)S(=O)(=O)c1ccc(C(=O)Nc2nnc(-c3ccccc3)o2)cc1 (stereo unspecified),i,28.7,4.9,716
Cc1ccc(S(=O)(=O)CC(=O)Nc2nc3ccccc3s2)cc1,i,29.3,-0.3,883
CSc1cccc(CN(C)C(=O)C2CCC(=O)N(CCCN3CCCC3=O)C2)c1 (stereo unspecified),i,26.8,-11.1,706
Cc1ccc2c(c1)c1c3n2CCN(CC(O)CNC(C)C)C3CCC1 (stereo unspecified),i,45.8,-4.2,816
COc1ccc(Br)cc1C(=O)N/N=C/c1cccnc1,i,18.9,-1.1,836
O=C(C[n+]1ccn(-c2ccccc2)c1)c1ccc([N+](=O)[O-])cc1,i,60.2,-2.3,798
Cc1ccc2nc(N3C(=O)C(O)=C(C(=O)c4ccco4)C3c3cccc(O)c3)sc2c1 (stereo unspecified),i,36.5,14.3,805
COC(=O)c1cc(C(=O)N2CCN(C(=O)c3ccco3)CC2)cc([N+](=O)[O-])c1,i,30.4,7.3,873
c1cc2c(cc1NC1CCCCCC1)OCO2,i,54.8,-20.8,755
Cc1ccc2c(CN3CCCCC3C)cc(=O)oc2c1 (stereo unspecified),i,24.2,-12.2,830

Only part of the results is shown; rates above refer to the full screens.
